From PubChem
MCF10A rereplic: DNA re-replication induction in MCF 10a cells. MCF 10A DNA re-replication, Hoechst nuclear intensity, 48 h. Potency, µM (titrated, usually from 46.1 µM), for inactives: at the highest dose activity, positive = re-replication, hits mostly activators. 350,000 compounds, 2.9% hits. AID 624296; note: potency is the fitted concentration of half-maximal effect; % of control where 0% means no effect; nearly all actives have a fitted effect of over 50% in size
Nrf2 ARE act: Nrf2 pathway activation; 410,000 compounds, 0.31% hits; Potency, µM (doses to about 46.1 µM), for inactives: top-dose activation, actives largely listed as activators; AID 624171; AREc32 ARE-luciferase reporter (MCF7-derived line), luminescence, 24 h; note: potency is the fitted concentration of half-maximal effect; % of control where 0% means no effect; nearly all actives have a fitted effect of over 65% in size
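Cells of the AREc32 ARE-luciferase line are plated in OPTI-MEM containing 5% FBS and left overnight at 37 deg C. Compounds are pinned in, incubation continues 24 hr, and firefly luciferase signal is then measured.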
ATXN2 expr inh: ATXN2 expression inhibition; HEK-293 ATXN2-luciferase reporter, luminescence, 24 h; Potency, µM (highest dose often 57 µM), for inactives: at the top dose activity change, negative = inhibition, most hits filed as inhibitors; 360,000 compounds, 0.72% hits; note: potency is the fitted concentration of half-maximal effect; % is set by controls: 0 for no effect and ±100 for the full control effect; nearly all actives have a fitted effect of over 55% in size
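qHTS (up to 57 uM final) was run with 24 h compound exposure of reporter cells at 37 °C. Each well was multiplexed: SteadyGlo luminescence measured ATXN2-luciferase expression after a fluorogenic Gly-Phe-AFC viability readout (25 uM final).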
A549 tox: counter-screen for Nrf2 inhibitors: cytotoxicity in A549 cells. AID 504648. 390,000 compounds, 0.16% hits. A549 ARE-Fluc cells, CellTiter-Fluor viability, 18-24 h. Potency, µM (highest dose often 46 µM), for inactives: at the top dose activity change, negative = cytotoxicity, most hits filed as inhibitors; note: potency is the fitted concentration of half-maximal effect; % is set by controls: 0 for no effect and ±100 for the full control effect
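Cytotoxicity counterscreen: CellTiter-Fluor fluorescence was measured in A549 ARE_Fluc cells after 18-24 h of compound exposure in a concentration series. The subsequent BugLite luminescent read reports ARE-luciferase activity.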
TGFb inhibitor: blocks TGF-b signaling; HepG2 CAGA-GFP TGF-b/SMAD3 reporter, GFP fluorescence, 18 h; TGF-beta stimulated, 500 pg/mL final; Potency, µM (titrated, usually from 46.1 µM), inactives show top-dose activity, negative = inhibition, most hits filed as inhibitors; 410,000 compounds, 1.2% hits; AID 588855; note: potency is the fitted concentration of half-maximal effect; % is set by controls: 0 for no effect and ±100 for the full control effect; nearly all actives have a fitted effect of over 65% in size
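First, reporter cells (HEPG2 CAGA-GFP) rested 2 h at 37 degrees C. Next, compounds were pinned in and TGF-beta added to 500 pg/mL final. After 18 h, GFP was imaged per cell and summed per well.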
IL-1B inflam inh: inflammasome signaling inhibition, IL-1 beta readout; THP-1 LPS/ATP IL-1B secretion, AlphaLISA, 16 h; stronger effect = lower value; activity change, % at 57.5 µM; 360,000 compounds, 4.7% hits; AID 743279; in the data active = activity change below about -50%; inconclusive = mostly about -30% to -49%; note: % is set by controls: 0 for no effect and ±100 for the full control effect
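THP-1 cells pretreated 1 hr with compounds (up to 57.5 uM final), then stimulated with LPS (250 ng/mL final) plus ATP (1.25 mM final); secreted IL-1B measured by AlphaLISA after 16 hr, decreased signal indicating inhibition.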
Nrf2 inh: inhibitors of Nrf2 signaling | A549 ARE-Fluc reporter, luciferase luminescence, 18-24 h | Potency, µM (doses to about 46 µM), for the others: top-dose activity change, negative = inhibition, most hits filed as inhibitors | 360,000 compounds, 2.1% hits | AID 504444; note: potency is the fitted concentration of half-maximal effect; % is set by controls: 0 for no effect and ±100 for the full control effect; nearly all actives have a fitted effect of over 60% in size
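A549 ARE_Fluc cells (5000/well, 5% FBS OPTI-MEM) pre-incubated 2 h, then treated with compounds 18-24 h at 37C/5% CO2 in concentration-response. CellTiter-Fluor viability read first; BugLite luciferase luminescence after 15 min at room temperature gives Nrf2 activity.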
S2 tox: reduces viability in counter-screen for ATXN expression inhibitors; AID 651635; 400,000 compounds, 0.49% hits; S2 cells (HEK-293 line with an ATXN2-luciferase reporter) viability, CellTiter-Fluor protease fluorescence, 24 h; Potency, µM (top dose mostly 56.7 µM), actives largely listed as cytotoxic; note: potency is the fitted concentration of half-maximal effect; nearly all actives have a fitted effect of over 40% in size
HepG2 viability: kills HepG2 cells in TGF-b inhibitor counter-screen | HepG2 CAGA-GFP viability, ATP luminescence, 18 h | Potency, µM (titrated, usually from 46.1 µM), for the others: at the highest dose activity change, negative = cytotoxicity, most hits filed as cytotoxic | 410,000 compounds, 0.76% hits | AID 588856; note: potency is the fitted concentration of half-maximal effect; some results filed as inactive show a strong effect at the top dose
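CellTiter-Glo luminescence gave cytotoxicity after 18 hours at 37 degrees C. The cells were HepG2 CAGA-GFP in 1% FBS DMEM, stimulated with 500 pg/mL TGF-beta after compound addition. %Activity was normalised to no-cell wells (complete cell-killing) and DMSO (no toxicity), and curves were fitted and classified.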
Numbers without * were called inactive; i = inactive; ? = inconclusive; / = not tested or not shown; & = joins results of further samples; [ ] = remark or other dose. Unless noted, calls come from the whole dose curve; as a rule, active = well fitted curve in the direction sought with a large enough effect; inconclusive = small, poorly fitted or top-dose-only effect, or another doubt; inactive = no such curve, though single readings can be large; an effect the other way counts as inactive or inconclusive.

Molecule,MCF10A rereplic,Nrf2 ARE act,ATXN2 expr inh,A549 tox,TGFb inhibitor,IL-1B inflam inh,Nrf2 inh,S2 tox,HepG2 viability
Cc1cc(=O)[nH]c2c1c(C)nn2-c1ccccc1,3%,0.3%,-4%,-23%,0%,0,-11%,i,-25%
CC(NC(=O)c1ccc2c(c1)sc1nc(-c3ccccc3)cn12)C12CC3CC(CC(C3)C1)C2 (stereo unspecified),/,0.6%,/,5%,-9%,/,-2%,/,-23%
O=C(c1ccccc1)n1nc(-c2ccc(Cl)cc2)nc1NCc1ccco1,/,0.1%,29%,-7%,24%,/,17%,i,-4%
CSc1ccccc1C(=O)Nc1cc([N+](=O)[O-])ccc1C,-2%,3.1%,2%,-3%,-3%,-5,1%,?,-12%
COc1ccc(O)c(/C=N/N2CCOCC2)c1,2%,6.7%,14%,-3%,-9%,-2,6%,i,-14%
O=[N+]([O-])c1cc(Br)c2c(c1)CCN2,/,-0.6%,/,/,-8%,8,/,?,-24%
COc1ccc(F)cc1-c1nc(N)nc(N)n1,12%,-0.4%,1%,5%,?,6,-4%,i,-15%
Cn1c(=O)cc(-c2ccccc2)c2ccccc21,25%,1.4%,11%,4%,21%,-2,-27%,i,-17%
CCOC(=O)C(C)(C)Oc1ccc(Cl)cc1,-17%,0.3%,-3%&6%&-14%,0%,2%&17%,-1,-3%,i,-12%&29%
CCCCNC(=O)COC(=O)c1ccc(NS(=O)(=O)c2ccc3c(c2)OCCO3)cc1,123%[0.0737 µM],0.0%,-3%,3%,4%,4,4%,i,-3%
C=CCn1c(=NC(=O)c2cc(-c3cccs3)nc3ccccc23)sc2cc(S(N)(=O)=O)ccc21,?,6.7%,-20%,-15%,-19%,-11,?,i,-26%
CC(=O)Nc1ccc(NC(=O)C(C)OC(=O)c2ccc(-n3cnnn3)cc2)cc1 (stereo unspecified),2%,0.4%,-8%,-10%,-30%,1,6%,i,1%
Cc1ccc(CN2CCN(CCCc3ccccc3)CC2CCO)cc1 (stereo unspecified),21%,-0.1%,/,?,-24%,-27,?,i,-20%
CCC1CCc2sc(C(=O)N3CCCN(C)CC3)cc2C1 (stereo unspecified),?,4.0%,41%[activator],0%,4%,-69*,-10%,i,-5%
Cc1cc(NC(=O)NC(=O)c2ccccc2NC(=O)C(C)N)ccc1Oc1ncc(Br)cn1 (stereo unspecified),?,0.0%,-3%,-12%,?,-1,-3%,?,-7%
COc1ccc(Cc2noc(CN3CCN(C4CCc5ccccc5C4)CC3)n2)cc1OC (stereo unspecified),0%,0.2%,-17%[11.3 µM],-9%,2%,-18,?,i,-1%
CC(=O)c1c(OC(=O)c2ccc(C)cc2)c2ccccc2n1C,2%,0.1%,-3%,2%,-4%,6,?,i,-3%
CC(=O)c1ccc(OCC(O)CNCc2ccc3c(c2)OCO3)cc1 (stereo unspecified),2%,1.7%,-14%,8%,0%,-7,4%,i,-11%
Cc1cc(C)nc(SCc2nc3ccccc3n2C)n1,-1%,0.0%,31%[activator],-2%,-1%,?,3%,i,-10%
COC(=O)c1ccc(-c2ccc(OC)c(C3C4C=CCC(C)C4C(=O)N3Cc3ccccc3)c2)cc1 (stereo unspecified),/,/,/,0%,-1%,/,-3%,/,10%

Next section; the last 3 above are carried over.
Molecule,MCF10A rereplic,Nrf2 ARE act,ATXN2 expr inh,A549 tox,TGFb inhibitor,IL-1B inflam inh,Nrf2 inh,S2 tox,HepG2 viability
CC(=O)c1ccc(OCC(O)CNCc2ccc3c(c2)OCO3)cc1 (stereo unspecified),2%,1.7%,-14%,8%,0%,-7,4%,i,-11%
Cc1cc(C)nc(SCc2nc3ccccc3n2C)n1,-1%,0.0%,31%[activator],-2%,-1%,?,3%,i,-10%
COC(=O)c1ccc(-c2ccc(OC)c(C3C4C=CCC(C)C4C(=O)N3Cc3ccccc3)c2)cc1 (stereo unspecified),/,/,/,0%,-1%,/,-3%,/,10%
Cc1ccc(S(=O)(=O)N2CCCCC2)cc1NC(=O)Cn1ccc(C(F)(F)F)n1,10%,0.0%,-7%,0%,-1%,17,-13%,i,-23%
Cc1ccc2c(CC(=O)Nc3ccc(S(=O)(=O)N4CCCCC4)cc3)coc2c1C,/,-0.1%,?,2%,-20%,/,?,i,-11%
CC(=O)c1nn(-c2ccccc2)c(=Nc2ccccc2)cc1C,/,-0.4%,-5%,/,5%,-11,/,i,-13%
Fc1ccc(Nc2ncnc3sc4c(c23)CCC4)cc1,23%,10%,-2%,3%,9%,0,?,i,-22%
Cc1ncoc1C(=O)N1CCCC(C(=O)c2ccc(-c3ccccc3)cc2)C1 (stereo unspecified),0%,-0.1%,/,?,-11%,0,?,i,-17%
COC(=O)c1ccc(COc2ccccc2/C=N/Nc2cccc(C(=O)O)c2)cc1,-4%,0.6%,22%,-15%,-2%,16,-4%,i,-4%
CSC1=C(C#N)C(c2ccc(Cl)cc2)C2=C(CC(C)(C)CC2=O)N1 (stereo unspecified),?,0.4%,-21%,-4%,11µM*,-3,?,?,4%
CC(=O)c1cccc(-c2ccc3c(c2)C(C)(Cc2ccc(S(C)(=O)=O)cc2)C(=O)N3)c1 (stereo unspecified),/,7.9%,-10%,/,40%[activator],-6,/,i,-1%
COc1ccc(S(=O)(=O)N(C)c2ccc(C(=O)N3CCN(c4ccccc4)CC3)cc2)cc1OC,?,5.7%,-23%,2%,0%,-26,?,i,-18%
Cn1nccc1C(=O)Nc1nnc(C2CC2)s1,3%,-0.1%,7%,0%,0%,33,12%,i,-7%
COc1ccc(NC(=O)CSc2nnnn2C)cc1S(=O)(=O)N1CCCCC1,1%,0.3%,-12%,0%,2%,0,?,i,-4%
Cc1ccc(SCc2c(C(=O)N/N=C/c3ccccc3)nnn2-c2nonc2N)cc1,16%,1.9%,-8%,1%,-12%,-52*,-25%,i,-8%
Cc1ccc[n+](CC(=O)Nc2cc(C(F)(F)F)ccc2Cl)c1,4%,-0.6%,-7%,1%,6%,-11,11%,i,5%
NS(=O)(=O)c1ccc(O)c(NC(=O)c2ccc([N+](=O)[O-])cc2)c1,-26%,-0.8%,-13%,-7%,2%,14,12%,i,4%
COc1ccc(N=C2NC(=O)/C(=C\c3ccco3)S2)cc1,?,7.1%,31%[activator],3%,-8%,3,?,i,-15%
CC(NC(=O)CCC(=O)c1ccccc1)c1ccc(F)cc1 (stereo unspecified),-27%,0.0%,-8%,0%,-1%,-15,-7%,i,4%
C/C(=N\NS(C)(=O)=O)c1ccc(C)cc1,-1%,-0.5%,2%,9%,18%,0,20%,i,-13%
CCN1CCN(CCNC(=O)c2cc(Cl)c(NC(=O)C3=C(C)OCCS3)cc2OC)CC1,-2%,-0.8%,/,-3%,15%,-15,-2%,i,-10%
COc1ccc(CCNC(=O)CCc2cn(Cc3ccc(C)cc3)c3ccccc23)cc1OC,/,4.1%,/,-1%,?,/,-14%,/,-22%
COc1ccc(CNC(=O)COC(=O)c2c[nH]c(=O)[nH]c2=O)cc1OC,1%,-0.2%,6%,-1%,-3%,3,13%,i,9%
O=C(CC1SC(=Nc2ccc(OC(F)F)cc2)N(CCN2CCOCC2)C1=O)Nc1ccc(F)cc1F (stereo unspecified),1%,1.4%,1%,-3%,7%,-63*,-4%,i,-17%
CCn1cc(C(=O)NCc2ccco2)c(=O)c2cc(S(=O)(=O)N3CCC(C)CC3)ccc21,23%,4.4%,-26%,0%,?,-2,?,i,-49%
O=C(NCc1ccccn1)C1CCN(S(=O)(=O)c2ccccc2)CC1,-3%,-0.7%,-6%,1%,0%,-3,6%,i,13%
CC1CCN(CC(O)COc2ccc(F)cc2)CC1 (stereo unspecified),0%,-0.7%,3%,1%,-19%,-6,26%,i,-1%
Cc1ccc(C)c(N2CCN(C(=O)c3cc4c(=O)n(Cc5cccnc5)ccc4nc3C)CC2)c1,/,6.8%,-24%,-2%,?,/,-24%,i,-43%
Cc1ccc2cc(CN(CC3CCCO3)S(=O)(=O)c3ccccc3)c3nnnn3c2c1 (stereo unspecified),-1%,0.1%,7%,-4%,?,-10,4%,i,-90%
Cc1cc(C)nc(NS(=O)(=O)c2ccc(N3Cc4ccccc4C3=O)cc2)n1,10%,1.8%,6%,0%,-7%,-29,7%,i,0%
CC(C)(C)OC(=O)N(Cc1ccccc1)Cc1ccccc1OCc1cccc(NC(=O)C2CCC2)c1,?,5.3%,-6%,-6%,-19%,-15,?,?,-17%
COCCCNC(=O)c1cc(S(=O)(=O)NCCCN2CCCC2=O)ccc1Cl,-1%,-0.2%,-14%,14%,-1%,8,-9%,i,1%
CS(=O)(=O)N1CCC(C(=O)N2CCN(c3ccccc3)CC2)CC1,-2%,1.5%,4%,0%,22%,-11,-9%,i,-2%
O=S(=O)(Nc1ccc(F)cc1)c1ccc(S(=O)(=O)N2CCOCC2)cc1,3%,0.7%,8%,-2%,-3%,27,2%,i,-13%
NC(=O)C1(N2CCCCC2)CCN(C(=O)Nc2ccc(F)cc2)CC1,/,-1.5%,-5%,2%,2%,/,5%,i,-6%
Cc1cc(C)nc(N2CCC(C(=O)NCCc3ccc(F)cc3)CC2)n1,0%,-0.5%,-8%,2%,-7%,42,-14%,i,-8%
CCC1CCCCN1C(=O)CSc1nnc(-c2ccc(Cl)s2)o1 (stereo unspecified),0%,9.6%,9%,-4%,-6%,1,/,?,-5%
